Bioassay records from PubChem.
CHO-K1 Ca antag: counter-screen for M1 antagonists: effect in parental CHO-K1 cells | inhibition, % at 3 µM | 360,000 compounds, 0.6% hits | ATP-induced calcium, Fluo-8 fluorescence;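 active = inhibition above a per-plate cutoff, the plate's mean sample inhibition plus 3 SD, cut at about 24% in these data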;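 also: 0% = DMSO plus EC80 ATP and 100% = DMSO alone without ATP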
M1 antag: human M1 muscarinic receptor antagonists, primary screen, CHO-K1 cells, Fluo-8 calcium fluorescence, 1536-well | Muscarinic acetylcholine receptor M1 (Homo sapiens), P11229 | CHO-K1 hM1, ACh EC80 antagonist | inhibition, % at 3 µM | 360,000 compounds, 1.3% hits | AID 588852, 2011;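 active = percent inhibition above its own plate's cutoff, namely the mean of that plate's compound wells plus 3 SD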;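 also: peak over basal fluorescence ratio during 140 s after agonist addition; 0% = ACh EC80 plus DMSO and 100% = DMSO alone without agonist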
M4 antag: human M4 muscarinic receptor antagonists, primary screen, CHO cells, Fluo-8 calcium fluorescence; Muscarinic acetylcholine receptor M4 (Homo sapiens), P08173; CHO-hM4 cells, ACh EC80; inhibition, % at 3 µM; 360,000 compounds, 0.73% hits; AID 624125, 2012;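 active = inhibition above its plate's cutoff, the mean inhibition of sample wells plus 3 SD, cut at about 27% in these data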;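 also: 0% = acetylcholine EC80 with DMSO and 100% = DMSO without agonist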
Target sequence (P08173 whole entry, looked up): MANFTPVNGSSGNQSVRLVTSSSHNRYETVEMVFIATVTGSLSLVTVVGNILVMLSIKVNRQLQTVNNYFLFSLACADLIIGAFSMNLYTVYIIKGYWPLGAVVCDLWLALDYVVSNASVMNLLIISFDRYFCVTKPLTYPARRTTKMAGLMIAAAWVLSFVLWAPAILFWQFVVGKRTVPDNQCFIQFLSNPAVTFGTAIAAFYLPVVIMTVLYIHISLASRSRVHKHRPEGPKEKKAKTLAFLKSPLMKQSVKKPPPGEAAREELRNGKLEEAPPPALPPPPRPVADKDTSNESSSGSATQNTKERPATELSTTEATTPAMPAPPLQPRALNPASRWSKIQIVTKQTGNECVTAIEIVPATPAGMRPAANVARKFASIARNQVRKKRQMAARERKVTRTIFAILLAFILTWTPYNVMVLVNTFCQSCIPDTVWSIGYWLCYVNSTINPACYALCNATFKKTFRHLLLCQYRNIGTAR
CHO parental Ca: ATP-evoked calcium signal inhibitors, parental CHO, primary screen, counter-screen for OX1R antagonist project, cell-based, fluorescence, Fluo-8 calcium dye; inhibition, % at 5.6 µM; 330,000 compounds, 0.63% hits; parental CHO-K1, ATP-induced calcium, Fluo-8 fluorescence;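 active = inhibition above that plate's mean sample inhibition plus 3 SD, cut at about 26% in these data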;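 also: 0% = ATP-challenged DMSO wells and 100% = DMSO wells without ATP; some compounds past the cut are filed as inactive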
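Assay system – parental CHO cells · Reagent – ATP stimulus · Detection – intracellular calcium via Fluo-8 no-wash fluorescent dye · Evaluation – percent inhibition of ATP-evoked calcium rise, normalized to controls · Controls – ATP wells versus no-ATP DMSO wells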
M1 PAM: human M1 muscarinic receptor positive allosteric modulators, primary screen, CHO-K1 cells, Fluo-8 calcium fluorescence, 1536-well; AID 588819, 2011; 360,000 compounds, 0.088% hits; Muscarinic acetylcholine receptor M1 (Homo sapiens), P11229; activation, % at 3 µM; CHO-K1 hM1, ACh EC20; 0% = ACh EC20, 100% = maximal ACh; in the data active = activation above about 19%, passing the limit was not always enough
CHO-K1 Ca ag: counter-screen for M1 agonists: effect in parental CHO-K1 cells; Fluo-8 calcium fluorescence; scaled to maximal ATP response, vehicle zero; activation, % at 3 µM; 360,000 compounds, 0.48% hits; AID 602248, 2012; in the data active = activation above about 15%;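 also: untransfected CHO-K1 host cells lacking M1 receptor as counterscreen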
OXTR potentiator: human OXTR potentiators, primary screen, fluorescence, CHO-OTR cells, Fluo-8 calcium; Fluo-8 calcium fluorescence, potentiator mode; 0% = oxytocin EC15, 100% = EC100; Oxytocin receptor (Homo sapiens), P30559; activation, % at 3 µM; 320,000 compounds, 0.061% hits;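 active = activation above that plate's cutoff, the mean activation of tested compounds plus 3 SD, cut at about 6.6% in these data, passing the limit was not always enough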;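 also: 100% uses oxytocin at 75 nM as the full agonist control; some results filed as inactive read as strong as hits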
Target sequence (P30559 whole entry, looked up): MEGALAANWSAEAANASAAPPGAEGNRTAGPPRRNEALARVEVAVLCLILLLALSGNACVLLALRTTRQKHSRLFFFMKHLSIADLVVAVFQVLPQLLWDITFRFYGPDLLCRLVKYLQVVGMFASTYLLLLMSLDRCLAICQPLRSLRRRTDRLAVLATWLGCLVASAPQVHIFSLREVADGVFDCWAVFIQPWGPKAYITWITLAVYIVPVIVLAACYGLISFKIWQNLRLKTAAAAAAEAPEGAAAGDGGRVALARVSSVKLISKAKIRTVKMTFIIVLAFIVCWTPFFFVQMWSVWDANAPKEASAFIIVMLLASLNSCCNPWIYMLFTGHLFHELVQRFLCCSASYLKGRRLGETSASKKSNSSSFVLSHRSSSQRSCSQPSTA
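Assay system: CHO cell line stably expressing human OTR | Also added: Oxytocin at about EC15, sub-maximal agonist stimulus | Times: Compound 6 min at room temperature before oxytocin, 100 s read | Measured by: Fluo-8 intracellular calcium fluorescence, ex 470-495, em 515-575 nm | Controls: EC15 oxytocin alone as 0%, 75 nM oxytocin as 100%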
CHRM1 agonist: human M1 muscarinic receptor agonists, primary screen, Fluo-8 calcium fluorescence, CHO-K1 cells, HTS | Muscarinic acetylcholine receptor M1 (Homo sapiens), P11229 | CHO-K1 hM1, agonist mode; 0% DMSO, 100% acetylcholine EC100 | activation, % at 3 µM | 360,000 compounds, 0.33% hits | AID 588814, 2011;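 active = activation above the run's mean compound activation plus 3 SD, cut at about 16% in these data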;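 also: peak over basal fluorescence ratio within a 140 s kinetic read after compound addition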
M4 ag: human M4 muscarinic receptor agonists, primary screen, CHO-K1 cells, Fluo-8 calcium fluorescence; Muscarinic acetylcholine receptor M4 (Homo sapiens), P08173; CHO-K1 hM4/Gqi5; vehicle 0%, full acetylcholine response 100%; activation, % at 3 µM; 360,000 compounds, 0.14% hits;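 active = activation above the run mean over all test wells plus 3 SD, cut at about 32% in these data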;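 also: peak over basal fluorescence ratio per well then scaled between controls; 0% = DMSO wells and 100% = acetylcholine at EC100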
* hit, by the source's call; · = not tested or not shown. Rows are unselected. Share with any hit: about 2.9%.

SMILES	CHO-K1 Ca antag	M1 antag	M4 antag	CHO parental Ca	M1 PAM	CHO-K1 Ca ag	OXTR potentiator	CHRM1 agonist	M4 ag
COc1ccc(C2CCCN2C(=S)Nc2cccc(Cl)c2C)cc1OC (stereo not given)	-1	-2	9	-23	2	1.5	-1	2	4
COc1cccc(NC(=O)C(=O)NCCCn2ccnc2)c1	-10	-7	3	-4	8	0.3	0	-4	0
CCOc1ccc(C2C(C(=O)Nc3ccccc3)=C(C)N=c3s/c(=C/c4cccc(OCC(=O)O)c4)c(=O)n32)cc1 (stereo not given)	-4	-5	-1	-19	12	0.6	-1	-9	1
COC(=O)c1ccccc1C(=O)N1CCCC(CNC(=O)c2ccc(F)cc2)C1 (stereo not given)	-5	1	-4	-13	2	0.6	-4	-3	1
CC1(c2ccccc2)NC(=O)N(CC(=O)Nc2ccc(N3CCOCC3)cc2)C1=O (stereo not given)	-4	-2	-5	-3	8	-0.6	0	-1	0
CCOCCn1c(N(C)Cc2ccccc2)nc2c1c(=O)[nH]c(=O)n2C	-2	-3	-1	4	5	0.9	-9	2	2
O=C(Cc1ccc(Br)cc1)c1ccc(O)cc1O	1	16	0	7	-5	1.6	-19	-3	6
Cc1cc(OC(=O)c2ccc(S(=O)(=O)N(C)C)cc2)c([N+](=O)[O-])c(=O)[nH]1	8	-12	4	-1	8	0.0	-3	-1	2
CCCCn1cnc2c(sc3nc4c(cc32)CSC(C)(C)C4)c1=O	-6	-6	6	-9	10	5.6	-2	-4	1
CN1CCC(N(C)C(=O)c2ccccc2Nc2ccc(SC(F)F)cc2)CC1	-14	-15	2	-20	-7	0.6	-4	-3	1
Cc1ccsc1/C=N/Nc1ccc(C(=O)O)cc1	-8	-15	-7	-4	9	1.2	-5	-1	0
O=S(=O)(Nc1ccccc1Br)c1cccs1	-11	-9	-9	-5	7	0.3	-2	-4	0
c1ccc(CNc2nc3ccccc3n3cnnc23)cc1	-13	-15	5	-13	9	0.0	-6	2	1
COc1ccc(C2c3c(ccc4ccccc34)Oc3ncn4nc(CO/N=C/c5ccccc5)nc4c32)cc1 (stereo not given)	-5	1	4	-23	6	0.1	-12	-3	1
CCOC(=O)C1CCN(C(=O)Cn2cccc2C(=O)c2ccccc2)CC1	-10	-13	7	-20	7	0.2	-9	-1	1
CS(=O)(=O)N(CCc1ccccc1)CC(=O)N1CCN(Cc2ccc3c(c2)OCO3)CC1	11	8	-4	-12	0	0.5	-10	0	4
CC1(C)Cc2nc3oc4c(N5CCOCC5)ncnc4c3cc2CO1	-8	-4	5	-4	2	0.5	-10	1	2
CN(CC(=O)NCc1ccncc1)S(=O)(=O)c1cc(Cl)ccc1Cl	-13	14	-13	-1	-10	0.8	6	-12	1
CCN(CC)c1ccc(NC(=S)Nc2ccc(F)cc2)cc1	5	-3	-3	·	-10	2.7	·	-10	11
C=CCn1c(SCn2nnc3ccccc3c2=O)nnc1-c1ccc(F)cc1	-9	-11	-9	-27	4	0.4	-10	-6	3
CC(=O)C1=C(C)OC(N)=C(C#N)C1c1ccncc1 (stereo not given)	8	2	6	4	1	-0.3	-1	-2	0
Cc1cc(=O)[nH]c(SCCCOc2ccc(F)cc2)n1	0	2	3	2	-1	0.8	-8	-3	-1
COC(=O)CCSCC(=O)N1N=C(c2ccc(Br)cc2)CC1c1cccc(OC)c1OC (stereo not given)	-9	2	1	-31	9	-0.2	-9	-2	1
Nn1c(SCc2ccccc2F)nnc1-c1ccncc1	-8	-9	5	-2	11	0.6	6	-4	1
CCC1(C(=O)c2ccccc2)C2c3cc(Br)ccc3OC(=O)C21C(=O)N1CCOCC1 (stereo not given)	2	-3	-9	-15	4	0.1	2	-3	0
More records.
SMILES	CHO-K1 Ca antag	M1 antag	M4 antag	CHO parental Ca	M1 PAM	CHO-K1 Ca ag	OXTR potentiator	CHRM1 agonist	M4 ag
O=C(CSc1ccc(Cl)cc1)Nc1ccccc1N1CCN(C(=O)c2ccccc2)CC1	1	1	4	-16	1	-0.1	-13	-2	0
CCOC(=O)c1sc(=S)n(-c2ccc(Cl)cc2)c1SC	0	5	-3	-7	-6	-0.1	-20	-6	-2
O=C(CC12CC3CC(CC(C3)C1)C2)N1CCN(S(=O)(=O)c2cccs2)CC1	-1	-10	-6	-26	0	1.4	0	-10	6
O=C(COC(=O)c1ccncc1)NC(=O)C1CCCCC1	-26	-14	-8	-3	10	-0.2	-4	-3	1
O=C(Nc1nccs1)C1CCN(S(=O)(=O)c2ccc3c(c2)OCCCO3)CC1	-11	-6	-4	10	-5	3.0	-6	-2	7
COc1ccc(NC(=O)NC2(C(=O)N3CCN(C)CC3)CCCCC2)cc1	-8	10	5	-3	-1	0.3	-5	-1	0
COc1ccc(S(=O)(=O)N2CCOC23CCN(C(=O)c2ccc(Cl)cc2Cl)CC3)cc1	-12	14	24	-21	-11	7.5	-10	2	10
COc1cccc(OC)c1C(=O)Nc1ccncc1	-6	-9	2	-7	13	0.6	-10	2	1
CCOc1ccc2[nH]cc(S(=O)(=O)c3ccc(F)cc3)c(=O)c2c1	-4	-11	-8	-9	6	0.5	-1	-6	1
O=C1C2CC(O)CN2C(=O)N1c1ccccc1 (stereo not given)	-8	-7	-2	-2	5	1.4	-25	-6	4
Cc1cccc(C(=O)O[C@H]2[C@H](C)NS(=O)(=O)[C@H]3CC4C=C[C@]23O4)c1	13	13	1	-7	8	-0.4	-4	4	1
Cc1ccc(N2C(=N)SCC2=O)cc1Cl	-9	1	4	-3	4	0.2	-3	-1	0
CCC(=O)c1ccc(OCC(=O)OCC(=O)c2cc(C)n(C)c2C)cc1	4	-12	-1	-14	2	3.1	-9	2	7
Cc1ccc(Cl)cc1N1CCN(C(=O)C2CCC(=O)N2C(C)C)CC1 (stereo not given)	-1	-8	-5	-6	3	0.3	-6	0	1
Cc1cc2c(=O)cc(-c3ccccc3)oc2c(C(=O)O)c1C	1	-8	3	·	7	0.9	·	-2	0
Nc1nnc(SCC(=O)c2cccc([N+](=O)[O-])c2)s1	-15	-14	-5	-11	12	0.9	-16	-4	2
Cc1ccc(S(=O)(=O)CCC(=O)OCc2ccccc2)cc1	2	4	10	-3	4	0.7	-7	-9	0
CCC(C(=O)OCC(=O)NC1CCS(=O)(=O)C1)c1ccccc1 (stereo not given)	0	-3	0	-3	5	0.3	3	-1	0
CC(=O)C1=C(O)C(=O)N(CCNCCO)C1c1ccccc1 (stereo not given)	-6	-26	-3	-1	1	-0.1	-13	-3	0
O=C(COc1cccc(C(F)(F)F)c1)Nc1ccccc1N1CCCCC1	-3	4	2	-18	0	0.1	-2	-3	-1
CNc1ncnc2c1ncn2[C@H]1CN(Cc2ccc3c(c2)OCO3)C[C@@H](CO)O1	-14	-10	-13	·	3	0.9	·	-2	3
N/C(=N\OC(=O)c1ccccc1Cl)c1ccncc1	1	-3	-9	-9	-2	0.3	-6	-2	2
COc1ccc(S(=O)(=O)N(C)CC(=O)N2CCCCCC2)cc1OC	-3	-5	-1	-17	5	0.5	-3	-4	1
Cc1ccc(C(C)C)c(OCCN2C(=O)NC(C)(C)C2=O)c1	-13	-1	-9	-16	9	-0.3	-1	-2	-1
CCc1c(C)nc(SCC(=O)N2CCCCC2C)[nH]c1=O (stereo not given)	-11	-6	6	-11	5	0.1	-2	-14	1
Additional results follow:
SMILES	CHO-K1 Ca antag	M1 antag	M4 antag	CHO parental Ca	M1 PAM	CHO-K1 Ca ag	OXTR potentiator	CHRM1 agonist	M4 ag
CC(=O)c1cccc(N(CC(=O)Nc2ccc(F)cc2F)S(C)(=O)=O)c1	-12	-7	-5	-5	8	0.8	0	-4	0
CCOC(=O)c1cnc2ccc(C)cc2c1NCCN1CCOCC1	-3	9	-1	-6	-9	1.6	1	-11	0
COc1ccc(NC(=O)c2ccccc2O)c(OC)c1	-19	-6	-3	1	5	6.4	-9	-4	2
O=C(COc1ccc(Cl)cc1)NNC(=O)c1cccnc1	-15	-2	-4	-6	14	2.5	0	-6	1
COc1ccc(CN2CCNC(=O)C2CC(=O)NCc2ccc(C)s2)c(OC)c1 (stereo not given)	-3	-4	-1	-12	4	0.1	-5	-6	1
COC(=O)c1cc(S(=O)(=O)Nc2nn(C)c3cccc(F)c23)oc1C	-9	-14	-4	3	6	0.3	-4	0	1
